# Bioassay records: PubChem BioAssay, MTDP
# RNase H inhibition: RNase H inhibition, HIV 1 Gag Pol polyprotein, FRET biochemical assay, screening (AID 372) | HIV-1 RT RNase H, FRET RNA/DNA substrate fluorescence; higher % means a stronger effect | inhibition, % at 10 µM, or IC50 in µM where a hit was titrated | 100,000 compounds, 0.77% hits; in the data active = inhibition above about 50%
# Starred values were filed as active, the others as inactive. Not all compounds are listed; the hit share may differ from the screen's.
SMILES,RNase H inhibition
O=C(CSc1nc2ccc(NC(=O)c3ccc(Cl)cc3Cl)cc2s1)Nc1ccccc1,2%
O=C(Nc1ccc(F)cc1)C1COc2ccccc2O1 (stereo unspecified),6%
O=C(Nc1cccc(NC(=S)NC(=O)c2ccco2)c1)c1ccccc1,16%
Cc1c(Cl)c(=O)oc2cc(OCc3ccc(Cl)cc3)ccc12,3%
COc1ccc(N2C(=O)CC(N3CCSCC3)C2=O)cc1 (stereo unspecified),0%
COc1ccc(Cl)cc1NC(=O)C(=O)NCc1ccc(C)cc1,30%
COC(=O)c1c(NC(=O)c2cc(-c3ccc(Cl)c(Cl)c3)nc3ccccc23)sc2c1CCC(C(C)(C)C)C2 (stereo unspecified),10%
NNC(=O)c1cc(OCc2ccccc2F)c(OCc2ccccc2F)c(OCc2ccccc2F)c1,16%
COc1ccc2c(c1)nc(SCc1ccc(Cl)cc1)n2C,9%
S=c1oc2ccc(Cl)cc2n1CN1CCOCC1,20%
COc1cc(C=O)ccc1OCCCOc1cc(Cl)ccc1Cl,38%
Cc1onc(-c2ccccc2)c1C(=O)Nc1ccc([N+](=O)[O-])cc1Cl,13%
O=C(NC(=S)Nc1ccc2nn(-c3cccc4ccccc34)nc2c1)c1ccc(F)cc1,30%
COc1ccc(OC)c(NC(=O)c2ccccc2C)c1,0%
C=CCNC(=O)C1CC(=O)N(c2ccc(C)cc2)C1 (stereo unspecified),0%
Cc1ccc2[nH]c(O)c(N=Nc3ccc([N+](=O)[O-])cc3[N+](=O)[O-])c2c1Br,4%
CC1=NN(C(=N)c2ccccc2)C(C)(O)C1 (stereo unspecified),5%
CCOC(=O)c1ccc2[nH]c(C)c(C/C=C(/C)Cl)c(=O)c2c1,0%
COc1ccccc1N1C(=O)NC(=O)/C(=C/c2ccc(OC)c3ccccc23)C1=O,32%
COc1ccc(C(=O)Nc2cc(Cl)ccc2Cl)cc1NC(=O)c1cccs1,46%
CCN1C(=O)/C(=C\c2ccc(C(C)C)cc2)SC1=S,16%
O=[N+]([O-])c1cccc(-c2nnc(-c3cccc(F)c3)o2)c1,2%
Nc1cccc(C(=O)c2cccc(N)c2)c1,33%
COc1ccc(C2Nc3ccccc3NC3=C2C(=O)CC(c2ccc(Cl)cc2)C3)cc1 (stereo unspecified),15%
COc1cc(C(=O)N2CCN(C(=O)COc3ccc4ccccc4c3)CC2)cc(OC)c1OC,0%
O=C1Nc2ccc(I)cc2C1(O)N1CCOCC1 (stereo unspecified),6.3µM*
CC(C)OP(=O)(OC(C)C)C(O)c1ccc2c(c1)OCO2 (stereo unspecified),0%
CCOc1ccc(NC(=O)CSc2nc3ccc(OC)cc3[nH]2)cc1,6%
CCCCc1c(C)[nH]c2ccc(OC)cc2c1=S,11%
c1ccc(-n2nnnc2SCc2nc3ccccc3[nH]2)cc1,0%
CCOC(=O)C(Cc1cccc2ccccc12)SC#N (stereo unspecified),6%
N=c1n(CC(=O)O)c2ccccc2n1Cc1ccccc1Cl,0%
COc1ccc(CNc2ccc(C)c(C)c2)c(OC)c1C,10%
O=[N+]([O-])c1ncc(Br)cc1Nc1ccccc1,12%
COc1cc(/C=N/n2c(SC)nnc(C(C)(C)C)c2=O)ccc1O,17%
O=C(CSc1nc2ccccc2s1)Nc1ccc(F)c(Cl)c1,23%
CC(=O)Nc1ccccc1NC(=O)c1ccc(Cl)c([N+](=O)[O-])c1,12%
Cc1ccc(C(=O)Nc2ccc(Cl)c(-c3nc4ncccc4o3)c2)cc1[N+](=O)[O-],16%
CCOc1ccc(N2C(=O)/C(=C/c3ccccc3OC)SC2=S)cc1,11%
O=C(O)CCCN1C(=O)C(=O)/C(=C(\O)c2ccc([N+](=O)[O-])cc2)C1c1ccc(F)cc1 (stereo unspecified),13%
COc1cc(C(=O)O)cc(OC)c1OC(=O)c1cc(C)c(C)o1,1%
O=C(CCN1C(=O)/C(=C/c2ccccc2Cl)SC1=S)Nc1ccccc1C(F)(F)F,0%
O=C(c1ccco1)N1CCN(Cc2ccncc2)CC1,2%
O=S(=O)(c1ccccc1)N1CCN(S(=O)(=O)c2ccc(Cl)cc2)CC1,18%
CCOc1ccc(-c2nc(Cc3c(F)cccc3Cl)no2)cc1,8%
CCCCCCCCn1ncc(O)c(Cl)c1=O,1%
CCOc1ccc(NC(=O)c2c(-c3ccccc3Cl)noc2C)c([N+](=O)[O-])c1,12%
Cc1ccc(N=Cc2ccc(O)cc2O)c(C)c1,5%
O=C(Cc1ccccc1)NC(=S)Nc1cccc(NC(=O)c2ccccc2)c1,17%
COc1ccc(Cl)cc1C(=O)Nc1nc2ccc(Cl)cc2s1,31%
C=CCN=C(C)C1=C(O)c2ccccc2C1=O,14%
O=C(CSCc1ccccc1Cl)Nc1ccccc1Br,22%
O=C(N/N=C/c1c(Br)cc(Br)c(O)c1Br)c1cccnc1,0%
CCc1ccc(-n2c(C)cc(C=C3C(=O)NC(=S)NC3=O)c2C)cc1,20%
CCOc1ccc2nc(SCc3c[nH]c4cc([N+](=O)[O-])ccc34)sc2c1,0%
COc1ccc(NC(=O)CN(c2ccccc2Cl)S(C)(=O)=O)c(OC)c1,13%
COC(=O)c1c(NC(=S)Nc2ccccc2)sc2c1CCCC2,59%*
COc1ccc(C=Nc2ccccc2Sc2c(C)n[nH]c2C)cc1OC,7%
CCOc1cccc(NC(=O)/C(C#N)=C\c2cc(C)n(-c3cccc(C)c3C)c2C)c1,3%
CCOc1ccc(C(=O)NC(=S)Nc2cccc(-c3nc4ccccc4o3)c2)cc1,30%

# The list goes on.
SMILES,RNase H inhibition
Cc1ccc(C2OC(=O)c3ccccc32)cc1 (stereo unspecified),7%
Cc1onc(-c2ccccc2Cl)c1C(=O)N1CCc2ccccc2C1,0%
CCN1/C(=C/C(C)=O)Sc2ccccc21,14%
C/C(=N\NC(=O)CC#N)c1ccc([N+](=O)[O-])o1,12%
Oc1cccc(C=Nc2ccc3ccccc3c2)c1O,11%
COc1ccc(/C=C2\SC(=S)N(C(C)C(=O)O)C2=O)cc1 (stereo unspecified),4%
Cc1cccc(OCCCCn2ccnc2)c1,2%
O=C(NCCc1ccccc1)c1c(F)cccc1Cl,3%
CN1C(=O)/C(=C2\SC(=S)N(C3CCS(=O)(=O)C3)C2=O)c2ccccc21 (stereo unspecified),0%
Oc1ccccc1-c1nc(Nc2cccc(F)c2)c2ccccc2n1,0%
C=CCN1C(=O)/C(=C\c2ccc(OCc3ccccc3F)cc2)C(=O)NC1=S,12%
Cn1c(=O)c2c(nc(NCc3ccccc3)n2C)n(C)c1=O,7%
CCc1c(C)nc(N)nc1N1CCCC1,29%
O=C(CC1CCCCC1)Nc1ccc(Br)cc1,0%
CCCCSc1nnc2c(n1)OC(c1cccc(Cl)c1)Nc1ccccc1-2 (stereo unspecified),5%
COC(=O)C1=C(C)N(C)C(=O)/C1=C\c1cccs1,5%
CCN1C(=O)/C(=C2\SC(=S)N(C3CCS(=O)(=O)C3)C2=O)c2ccccc21 (stereo unspecified),26%
COCCOC(=O)c1c(C)oc2ccc(OC(=O)c3cccs3)cc12,0%
CCOc1cccc(C(=O)NC(=S)Nc2ccc3oc(-c4ccccc4Br)nc3c2)c1,14%
CC(=O)c1c(C(C)=O)c(C)n(-c2ccc(C)c(C)c2)c1C,1%
O=C1C(=O)N(CCCn2ccnc2)C(c2ccc([N+](=O)[O-])cc2)/C1=C(\O)c1ccc(Cl)cc1 (stereo unspecified),6%
CCOc1cc(CNC2C3CC4CC(C3)CC2C4)ccc1OC (stereo unspecified),9%
COC(=O)C1=C(C)N(CC2CCCO2)C(=O)/C1=C\c1ccc(Cl)cc1 (stereo unspecified),12%
COc1cccc(NC(=O)C(=O)N/N=C/c2ccc(O)c(OC)c2)c1,0%
Cc1cc2nc(-c3ccc(NC(=S)NC(=O)c4ccccc4Cl)cc3)oc2cc1C,5%
Cc1cc(C)nc(N2CCN(c3nc(C)cc(C)n3)CC2)n1,2%
COc1ccccc1CNC(=O)COc1ccc(Cl)cc1Br,28%
O=C(CN1CCCCC1)Nc1ccccc1I,2%
CCOc1cccc(NC(=O)/C(C#N)=C/c2ccc(-c3ccc([N+](=O)[O-])cc3Br)o2)c1,12%
Cc1ccccc1OCC(=O)Nc1ccc(O)c(-c2nc3ccccc3s2)c1,14%
CC(C)(CO)NC(=O)COc1ccc(Cl)cc1Cl,3%
O=C1CC(c2ccccc2)CC2=C1C(c1ccc(-c3ccccc3)cc1)Nc1ccccc1N2 (stereo unspecified),16%
O=S1(=O)N=C(Oc2ccc(Cl)cc2)c2ccccc21,7%
O=C(N/N=C/c1ccc(Cl)cc1Cl)c1cc[n+](Cc2ccccc2)cc1,10%
Cc1ccc(C(=O)/C=C/c2ccc(-c3ccccc3Br)o2)cc1,18%
O=S(=O)(Nc1ccccn1)c1ccc(Cl)cc1,0%
CN(c1ccc(C(=O)NCCSCc2cccc(Cl)c2)cc1)S(=O)(=O)c1ccccc1,9%
CC(C)(C)c1ccc(C(=O)NNC(=O)Cc2ccc(Cl)cc2)cc1,0%
CC(C)c1ccc(/C=C/C(=O)N2CCCC2)cc1,0%
CCN1C(=O)/C(=C/c2ccc(-c3ccccc3[N+](=O)[O-])o2)SC1=S,26%
O=C(CSc1nnc(-c2ccccc2)n1-c1ccc(Cl)cc1)c1ccc(F)cc1,2%
O=C1c2ccccc2S(=O)(=O)c2cc(-c3nn[nH]n3)ccc21,12%
CCOc1ccc(N2C(=O)CC(N3CCC(O)CC3)C2=O)cc1 (stereo unspecified),1%
O=C(Nc1nnc(-c2cccc(F)c2)s1)Nc1ccc(Cl)cc1Cl,46%
CC(=O)C1=C(O)C(=O)N(CCO)C1c1ccccc1F (stereo unspecified),1%
CCCCSCC(O)COC(C)C (stereo unspecified),3%
COc1ccc(C(=O)Nc2nc(-c3ccc(Cl)cc3)cs2)c(OC)c1,8%
CN(C)c1ccc(/C=C/C=N/N=c2\sc3ccccc3n2C)cc1,28%
CCOCCOC(=O)C1=C(C)N(C)C(=O)NC1c1cccc([N+](=O)[O-])c1 (stereo unspecified),0%
CCCOC(=O)C1=C(C)NC(=O)NC1c1ccc(Cl)cc1 (stereo unspecified),0%
O=C(Nc1ccc2oc(-c3ccccc3Br)nc2c1)c1cc([N+](=O)[O-])ccc1Cl,16%
COc1ccccc1/C=N/N=C1/NC(=O)C(CC(=O)Nc2ccccc2C(F)(F)F)S1 (stereo unspecified),15%
CCCc1nn2c(N)c(C=C3C=C(Cl)C(=O)C(Cl)=C3)c(=O)nc2s1,12%
Cc1ccc(NC2=C(Cl)C(=O)N(c3cccc(Cl)c3)C2=O)c(C)c1,16%
Brc1ccc(/C=N/Nc2nnc(-c3ccccc3)c(-c3ccccc3)n2)cc1,0%
COc1cccc(C=Nc2cccc(C#N)c2)c1O,5%
Cc1ccccc1C(=O)Nc1cccc(NC(=O)c2ccc(-c3cccc(Cl)c3)o2)c1,0%
CCN=C(Nc1ccc2c(c1)OCO2)SC1CC(=O)N(c2ccc(Cl)cc2)C1=O (stereo unspecified),25%
COc1cccc(C2C3=C(NCCN=C3c3ccccc3)C(=O)N2c2ccccc2)c1 (stereo unspecified),7%
Fc1c(F)c(C(F)(F)F)c(F)c(F)c1N/N=C/c1ccc(-c2ccc(Cl)cc2)o1,21%

# (continued)
SMILES,RNase H inhibition
CC1(C)CC(NC(=O)CCc2ccccc2)CC(C)(C)N1,0%
C=CCc1ccc(OCCOc2cccc(/C=C3\SC(=S)N(CC=C)C3=O)c2)c(OC)c1,7%
CCCC1CCC(C2CCC(c3noc(-c4ccc(OC)c(OC)c4)n3)CC2)CC1 (stereo unspecified),5%
COc1ccc(-c2cc(C(=O)NCCc3ccc(OC)c(OC)c3)c3ccccc3n2)c(OC)c1,14%
CCCC(=O)Oc1ccc(N(C(=O)CCC)S(=O)(=O)c2cccc([N+](=O)[O-])c2)cc1,13%
O=C(c1cccs1)N1N=C(c2ccccc2)CC1c1ccccc1 (stereo unspecified),26%
CCOc1ccc(N2C(=O)NC(=O)/C(=C\C3C(=O)N(c4ccccc4)N=C3C)C2=O)cc1 (stereo unspecified),6%
COc1ccccc1-c1coc2c(CN3CCC(C)CC3)c(O)ccc2c1=O,0%
COc1cc2ccccc2cc1C(=O)Nc1cc(-c2nc3cc(C)ccc3o2)ccc1C,5%
Cc1ccc2nc(-c3ccc(N=Cc4ccc5ccccc5c4)cc3)sc2c1,8%
